# Bioassay records from PubChem BioAssay.
# Mtb UGM inh = blocks M. tuberculosis UGM enzyme; P9WIQ1; purified UGM, fluorescence polarization probe displacement; inhibition, % at 10 µM; 320,000 compounds, 0.06% hits; AID 504406; in the data active means inhibition above about 10%, passing the limit was not always enough; inconclusive means no clear call, values can overlap the other calls
# Target sequence (P9WIQ1 whole entry, looked up): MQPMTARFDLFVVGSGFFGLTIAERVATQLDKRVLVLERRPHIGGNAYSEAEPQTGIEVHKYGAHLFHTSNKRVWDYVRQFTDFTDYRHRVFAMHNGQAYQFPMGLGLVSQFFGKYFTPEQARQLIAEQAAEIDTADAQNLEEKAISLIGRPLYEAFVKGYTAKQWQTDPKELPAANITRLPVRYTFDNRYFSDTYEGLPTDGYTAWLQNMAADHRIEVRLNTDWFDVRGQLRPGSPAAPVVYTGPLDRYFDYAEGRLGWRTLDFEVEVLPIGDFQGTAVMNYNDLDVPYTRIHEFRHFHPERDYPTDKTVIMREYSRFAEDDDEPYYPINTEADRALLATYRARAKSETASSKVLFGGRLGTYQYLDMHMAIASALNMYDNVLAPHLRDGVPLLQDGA
# FBA Mtb inh = inhibitors of M. tuberculosis fructose-bisphosphate aldolase. P9WQA3. purified M. tuberculosis FBA, fluorescence read-out. inhibition, % at 1 µM. AID 588726. 360,000 compounds, 2.3% hits; in the data active means inhibition above about 27%;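 further: 0% = vehicle and 100% = reference inhibitor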
# Target sequence (P9WQA3 whole entry, looked up): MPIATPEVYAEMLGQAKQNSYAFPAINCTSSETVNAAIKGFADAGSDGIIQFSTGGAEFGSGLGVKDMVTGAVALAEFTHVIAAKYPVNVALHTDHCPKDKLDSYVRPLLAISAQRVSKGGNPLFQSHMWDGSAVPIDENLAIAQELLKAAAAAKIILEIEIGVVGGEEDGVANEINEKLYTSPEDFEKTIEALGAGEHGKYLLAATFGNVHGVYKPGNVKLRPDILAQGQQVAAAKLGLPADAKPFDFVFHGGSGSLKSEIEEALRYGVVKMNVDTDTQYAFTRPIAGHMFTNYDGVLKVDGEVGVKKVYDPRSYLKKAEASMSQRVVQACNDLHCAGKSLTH
# Yp Topo-I inh = inhibitors of Yersinia pestis topoisomerase I; Y. pestis Topo-I cleavage product accumulation, plate reader; activity, % at 10 µM; 360,000 compounds, 0.064% hits; AID 504884; in the data active means activity above about 50%, passing the limit was not always enough; inconclusive means no clear call, values can overlap the other calls; further: inactives centre near 2
# FadD28 FP inh = inhibitors of Mycobacterium tuberculosis FadD28 bisubstrate binding | 360,000 compounds, 0.22% hits | inhibition, % at 12.5 µM | AID 588549 | FadD28 bisubstrate probe binding, fluorescence polarization; in the data active means inhibition above about 8.5%, passing the limit was not always enough; inconclusive means no clear call, values can overlap the other calls
# GDH-TPI counter = inhibits GDH-TPI coupling enzymes, artifact for Mtb FBA screen. GDH-TPI coupled enzyme counterscreen, NADH absorbance. inhibition, % at 4.8 µM. 360,000 compounds, 1.2% hits. AID 588335; in the data active means inhibition above about 30%;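 further: 0% = DMSO wells and 100% = wells lacking the enzyme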
# Mtb BioA inh = blocks M. tuberculosis BioA enzyme activity | purified M. tuberculosis BioA enzyme, plate reader | inhibition, % at 9.99 µM | AID 602481 | 360,000 compounds, 0.096% hits; in the data active means inhibition above about 40%; inconclusive means no clear call, values can overlap the other calls
# Vc quorum ag = quorum light induction in luxS cqsA deficient V. cholerae; V. cholerae BH1578 lux reporter, luminescence, 6 h; activation, % at 18.7 µM; 350,000 compounds, 0.16% hits; in the data active means activation mostly above about 9.7%, no sharp cut-off; inconclusive means no clear call, values can overlap the other calls; inactive means mostly below about 3.7%; further: not every result past the cut was called active; inactives centre near 0; reference of the scale not given here
# TcdB inh = TcdB glycohydrolase inhibition; P18177; TcdB glycohydrolase enzymatic assay, plate reader; inhibition, % at 9.99 µM; 350,000 compounds, 0.24% hits; in the data active means inhibition above about 10%
# PfHsp40 rescue = restores yeast growth despite PfHsp40 toxicity. S. cerevisiae expressing PfHsp40, growth rescue, ATP luminescence. growth rescue, % at 12.5 µM. 340,000 compounds, 0.68% hits. AID 504582; in the data active means growth rescue above about 28%, passing the limit was not always enough; inconclusive means no clear call, values can overlap the other calls;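 further: yeast W303a lacking pdr1 and pdr3 grown in galactose medium; growth measured after three days at 30 °C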
# * hit, by the source's call; i = inactive; ? = inconclusive; . = no result given. Compounds were not picked by outcome. Share with any hit: about 4.6%.
SMILES,Mtb UGM inh,FBA Mtb inh,Yp Topo-I inh,FadD28 FP inh,GDH-TPI counter,Mtb BioA inh,Vc quorum ag,TcdB inh,PfHsp40 rescue
COc1ccc(CNCCc2ccccc2)cc1OCC(N)=O,0.4,2,1,0.7,6,-0.1,-1.4,.,-0.1
CO/N=C(\Cn1ncc(N2CCCC2)c(Br)c1=O)c1ccc(Cl)cc1,-2.7,-1,38,-3.7,7,12,4.2,.,5.3
O=C(CCCCC(=O)Sc1ccccc1)Sc1ccccc1,.,-2,?,-0.3,5,-0.4,i,0.0,-0.3
CC(C)Nc1nnc(SCC(=O)NCc2ccc3c(c2)OCO3)s1,0.3,0,1,-1.0,-3,.,-0.8,0.6,2.5
Fc1ccc2[nH]c3c(NCc4ccccc4)ncnc3c2c1,-0.1,27,-10,-1.4,4,3.3,-0.5,-1.2,-0.5
Cc1cc(NC(=O)CN2CCCCC2)no1,-1.3,1,10,-0.3,-5,.,-0.3,-0.5,-1.2
Cc1cc(C(=O)NCc2cc(F)cc3c2OCOC3)nn1C,0.1,-1,5,-0.9,-17,.,-0.4,1.2,-1.2
Cc1cccn2c(=O)nc(SCC(=O)NCc3ccccc3Cl)nc12,-0.5,5,3,0.6,4,5.9,-0.2,2.2,-1.3
CCCCOC(=O)NC1(C)CCS(=O)(=O)C1 (stereo not drawn),1.1,2,-4,-1.1,6,.,-0.3,.,-1.4
CCCc1ccc(-c2ccc(F)c(N)c2)nc1,4.2,-1,6,-0.3,4,0.2,-2.8,.,0.8
Cc1cc(N2CCCC2=O)cc(C)c1CN1C(=O)c2ccccc2C1=O,0.5,0,-1,0.2,11,-1.3,i,-1.6,-1.2
COc1cc2c(cc1OC)-c1cc(Nc3ccc(F)cc3)nc(=O)n1CC2,2.4,1,7,-4.6,16,.,i,-0.6,-0.6
Cc1cc(C)c(C)c(S(=O)(=O)N2CCN(C)CC2)c1C,0.0,-5,-15,-3.3,1,.,1.4,0.4,-0.8
CCC1=C(OC(=O)N(CC)CC)N2C(=O)OC(=NCCc3c[nH]c4ccccc34)[C@]2(C)[C@H]2C1=CC[C@H]1C(=O)N(CC(=O)OC)C(=O)[C@H]12,-1.9,0,14,-2.2,0,0.2,i,.,1.6
CCc1ccccc1NC(=O)CSc1nnc([C@H](CCSC)NC(=O)OC(C)(C)C)o1,0.4,2,20,-0.3,6,1.3,0.6,.,-0.4
O=C(c1cccc(Cl)c1)N1CCCC(C(=O)N2CCN(c3ccccc3)CC2)C1 (stereo not drawn),-0.2,-4,22,-4.8,-4,0.1,-0.3,-0.2,-0.7
O=C(NCc1cccnc1)c1ccc(COc2cccc3ccccc23)o1,1.2,0,42,-7.6,1,2.8,i,.,2.2
O=C1Nc2cc(Cl)ccc2Nc2cscc21,1.8,0,0,-2.4,7,0.2,-11,0.3,0.9
Cc1nc(-c2ccc(C(=O)N3CCCC3)cc2)cs1,0.5,1,-8,-2.3,18,.,-0.5,3.5,-2.7
CCOc1ccccc1C(=O)NCC(=O)N(C)Cc1ccccc1C,1.7,-2,15,.,6,2.2,-0.6,0.2,0.6
Cc1ccc(-n2ncc(C(=O)N3CCc4ccccc4C3)c2NC(=O)c2ccco2)cc1C,-5.3,1,0,-0.2,5,.,-0.9,.,0.4
CN1C(=O)CSc2ccc(NC(=O)N3CCc4ccccc43)cc21,0.5,2,-1,-1.5,16,-4.2,-0.8,16*,1.8
CCOC(=O)c1oc2cc(OCC(N)=O)ccc2c(=O)c1-c1ccc(OC)c(OC)c1,1.3,4,-4,-0.7,5,1.7,12,.,21
CCOc1ccc(-c2cc(C(=O)NCC3CCCO3)c3ccccc3n2)cc1 (stereo not drawn),3.3,18,12,0.7,11,.,-0.4,.,0.3
COc1ccc2nc(Nc3nc(CSc4nnnn4-c4ccccc4)cc(=O)[nH]3)nc(C)c2c1,0.6,0,2,-1.0,1,-0.8,0.2,.,-0.8
N#Cc1nc(-c2ccco2)oc1N1CCCC1,1.3,189*,3,0.9,-3,.,-0.4,.,-0.7
COc1cc(/C=N/Nc2cc(C)nc(NS(=O)(=O)c3ccccc3)n2)ccc1O,4.1,0,-2,0.0,54*,0.3,-0.3,2.0,0.3
COc1cccc(CCNC(=O)C2CCCN(c3ncnc4c3nc3n4CCCCC3)C2)c1OC (stereo not drawn),-3.6,-2,-8,-2.6,-2,-0.4,-0.2,0.1,-0.2
O=C(/C(=N\Nc1ccc(Br)cc1)Sc1nnnn1-c1ccccc1)c1ccccc1,3.6,-1,6,1.6,5,1.6,-1.7,.,0.3
COc1cc(CC(=O)OCC(=O)NC2CC2)cc(OC)c1OC,-1.8,0,1,-3.3,-6,0.9,-0.6,0.2,1.4
Cc1ccc2nc(SC(C(=O)Nc3ccc(F)cc3)c3ccccc3)[nH]c2c1 (stereo not drawn),-0.8,-2,-3,-4.9,3,-3.6,-0.4,.,-0.8
Cc1ccc(NC2=NCC(=O)N2Cc2ccc3c(c2)OCO3)cc1,1.0,2,-2,-2.7,5,-0.6,-0.3,.,-1.7
O=C(c1ccccc1)c1ccc(N2CCN(C(=O)c3cccc(F)c3F)CC2)c(F)c1,-0.4,1,29,-0.7,10,-1.7,-0.5,1.2,-0.1
COc1ccccc1-n1c(SCC(=O)Nc2cc(C)on2)nc2c([nH]c3ccccc32)c1=O,2.3,0,30,-3.5,10,0.9,0.8,0.6,1.7
Oc1c(Cl)cc(Cl)c2cccnc12,.,3,3,-4.0,8,0.6,-0.3,0.3,10
CCC1(CC)NC(=O)N(CC(=O)OCC(=O)Nc2ccc(OC(F)(F)F)cc2)C1=O,-1.7,-1,-4,-3.3,1,-0.9,4.3,1.9,-1.3
Cc1cccc(C(=O)N/N=C/c2ccc3c(c2)OCO3)n1,0.3,-3,-6,-0.4,33*,0.1,-0.4,.,-1.2
COc1ccc2c(=O)cc(-c3cccnc3)oc2c1OC,1.0,2,-7,-0.4,17,-4.3,-0.2,0.9,-0.2
Cc1c(CCC(=O)N[C@@H](C)C(=O)O)c(=O)oc2c(C)c3oc4c(c3cc12)CCCC4,1.2,18,20,-6.0,11,-0.3,i,0.1,0.9
COCC(=O)Nc1nc2ccc(S(C)(=O)=O)cc2s1,-0.2,5,7,-0.8,1,0.5,2.9,.,-1.2
O=c1c2ccccc2sc2ccccc12,.,23,-5,-4.2,-5,-1.9,i,0.9,1.4
COC(=O)C1=C(c2ccc(F)cc2OCc2ccccc2)C[C@@H]2CC[C@H]1N2C(=O)NC1CCCCC1,3.7,1,8,-2.5,-3,-0.3,-0.7,6.4,1.1
CC1CC(C)CN(Cc2nc(N)nc(Nc3ccccc3)n2)C1 (stereo not drawn),2.3,3,-1,0.0,1,-1.2,-0.8,.,-0.3
Cc1ccc2nc(SCC(=O)NCc3ccc(F)cc3)nc(=O)n2c1,-1.8,3,0,-2.8,26,-0.3,-0.2,2.8,0.0
O=C(OCCC1Oc2cccnc2NC1=O)c1ccc(F)cc1 (stereo not drawn),-0.7,-1,2,-2.5,-1,.,-0.7,-0.4,-0.5
Cc1cccc(C)c1N=Nc1c(C)cc(O)cc1C,-2.9,5,-9,-1.3,26,-1.5,-0.8,2.8,782*
CN(C)c1cccc2c1c(NC(=O)c1ccc(F)cc1)nn2C,2.3,0,2,-0.4,-4,1.0,7.1,0.8,-1.4
CCOC(=O)/C(=C/C=C1\Sc2cc(OCC)c(OCC)cc2N1CC)C(C)=O,-17,-9,18,-0.8,-1,.,-1.3,1.3,0.3
O=C(NCC[C@@H]1C[C@@H]2C=C[C@H]1C2)c1cc(COc2ccc(F)cc2F)on1,3.0,1,18,-0.1,0,-0.9,-0.3,0.8,8.0
CC(=O)C1=C(C)N(Cc2ccco2)C(=O)C1(NC(=O)C1CCCCC1)C(F)(F)F (stereo not drawn),1.0,-2,10,0.9,13,-0.9,-1.0,.,-0.3
O=C(Nc1cccc2c1CCCC2)c1cc(C2CCCCN2C(=O)c2cccs2)on1 (stereo not drawn),.,-2,45,-4.3,-6,-0.5,i,-0.3,.
COc1ccc(OC)c(Nc2nc(N)c([N+](=O)[O-])c(N3CCOCC3)n2)c1,4.7,1,8,0.0,11,-0.8,i,0.9,1.4
CCN1CCN(CCn2c(=S)[nH]c3cc4c(cc3c2=O)OCO4)CC1,-1.0,2,4,-3.8,-6,0.0,.,.,-0.2
Cc1cc(/N=C/C=C2\N(C)c3ccccc3C2(C)C)n(CCC#N)n1,-0.7,-6,9,-2.5,19,2.2,1.8,.,0.2
Cc1cc(S(=O)(=O)Nc2c(NC3CCCCC3)c3ccccc3oc2=O)ccc1F,-0.7,5,13,?,6,0.5,-0.2,1.0,-0.3
COC(=O)c1ccccc1NC(=O)CSc1nnc(-c2cccnc2)n1C,-0.2,3,2,-3.1,5,14,.,.,0.5
O=C(NCCCN1CCCC1=O)c1cccc(S(=O)(=O)N2CCN(c3ccccc3)CC2)c1,-1.8,1,30,-1.8,-8,7.7,-0.2,0.3,1.4
Cc1c(Br)c([N+](=O)[O-])nn1CC(=O)NCCc1ccc(Cl)cc1,-1.4,-2,3,-1.9,11,-0.3,0.2,2.5,-0.7
COc1ccc2[nH]cc(C=O)c2c1,-1.4,0,2,-2.1,-8,2.5,-9.1,.,0.5
COc1cc2ccc(C=O)cc2cc1OC,.,4,-8,-2.3,7,-0.7,i,-0.8,.

# Three of the compounds above, bar-delimited:
SMILES | Mtb UGM inh | FBA Mtb inh | Yp Topo-I inh | FadD28 FP inh | GDH-TPI counter | Mtb BioA inh | Vc quorum ag | TcdB inh | PfHsp40 rescue
O=c1c2ccccc2sc2ccccc12 | . | 23 | -5 | -4.2 | -5 | -1.9 | i | 0.9 | 1.4
COC(=O)c1ccccc1NC(=O)CSc1nnc(-c2cccnc2)n1C | -0.2 | 3 | 2 | -3.1 | 5 | 14 | . | . | 0.5
Cc1ccc2nc(SCC(=O)NCc3ccc(F)cc3)nc(=O)n2c1 | -1.8 | 3 | 0 | -2.8 | 26 | -0.3 | -0.2 | 2.8 | 0.0

# Structural class: those above with two or more sulfur atoms (4)
SMILES,Mtb UGM inh,FBA Mtb inh,Yp Topo-I inh,FadD28 FP inh,GDH-TPI counter,Mtb BioA inh,Vc quorum ag,TcdB inh,PfHsp40 rescue
O=C(CCCCC(=O)Sc1ccccc1)Sc1ccccc1,.,-2,?,-0.3,5,-0.4,i,0.0,-0.3
CC(C)Nc1nnc(SCC(=O)NCc2ccc3c(c2)OCO3)s1,0.3,0,1,-1.0,-3,.,-0.8,0.6,2.5
CCc1ccccc1NC(=O)CSc1nnc([C@H](CCSC)NC(=O)OC(C)(C)C)o1,0.4,2,20,-0.3,6,1.3,0.6,.,-0.4
COCC(=O)Nc1nc2ccc(S(C)(=O)=O)cc2s1,-0.2,5,7,-0.8,1,0.5,2.9,.,-1.2

# Continued.
SMILES,Mtb UGM inh,FBA Mtb inh,Yp Topo-I inh,FadD28 FP inh,GDH-TPI counter,Mtb BioA inh,Vc quorum ag,TcdB inh,PfHsp40 rescue
CNc1nc(N)c(C(=O)Nc2cc(C)on2)s1,-2.6,-3,-2,1.2,17,.,i,-0.7,0.8
CC(=O)c1cccc(NC(=O)Cn2cnc(S(=O)(=O)N3CCC(C)CC3)c2)c1,0.9,1,-6,-0.3,18,-1.8,-2.7,.,-0.8
CCN(CC)c1ccc(/C=N/n2nnnc2N)c(O)c1,1.1,1,-1,0.6,38*,-0.3,2.0,.,-0.1
COC(=O)c1ccc(CNC(=O)C2CCC(=O)N(CCCc3ccccc3)C2)cc1 (stereo not drawn),-0.7,1,4,-2.4,0,0.6,-0.4,4.9,-0.5
O=C(Nc1cccc(Cl)c1)OCCN1CCN(Cc2ccccc2)CCC1=O,-2.2,-3,23,-5.2,8,0.2,i,0.1,1.4
CC(C)(C)c1nnc2sc(SC/C(O)=C(\C#N)c3nc4ccccc4[nH]3)nn2c1=O,1.8,0,2,-0.2,-1,-2.4,i,.,0.0
O=C(CSc1nc2cc(Cl)ccc2s1)c1ccco1,-0.2,5,1,-3.4,-2,0.0,-0.4,8.3,0.4
